# Assay outcomes as filed in PubChem.
# OX1R antag-1 = antagonists of human orexin 1 receptor (OX1R); OX1R-expressing cells, FRET antagonist read-out; AID 485270; 330,000 compounds, 1.8% hits; O43613; inhibition, % at 6.6 µM; in the data active means inhibition mostly above about 38%, no sharp cut-off; inactive means mostly below about 40%;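 further: 0% = agonist challenge alone and 100% = reference antagonist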
# Target sequence (O43613 whole entry, looked up): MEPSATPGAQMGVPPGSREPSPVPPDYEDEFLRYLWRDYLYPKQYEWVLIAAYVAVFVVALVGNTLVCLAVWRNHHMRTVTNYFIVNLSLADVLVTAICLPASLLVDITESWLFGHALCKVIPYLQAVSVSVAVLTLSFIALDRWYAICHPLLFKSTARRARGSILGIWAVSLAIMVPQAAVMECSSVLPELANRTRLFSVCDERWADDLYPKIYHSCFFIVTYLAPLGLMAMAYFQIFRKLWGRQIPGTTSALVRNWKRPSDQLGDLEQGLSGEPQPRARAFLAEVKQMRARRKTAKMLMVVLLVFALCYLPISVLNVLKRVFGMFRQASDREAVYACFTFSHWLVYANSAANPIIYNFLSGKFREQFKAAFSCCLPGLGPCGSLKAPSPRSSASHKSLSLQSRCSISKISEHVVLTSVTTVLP
# OX1R antag-2 = antagonists of human orexin 1 receptor; O43613; CHO/OX1R cells, Fluo-8 calcium fluorescence, orexin A; inhibition, % at 5 µM; 330,000 compounds, 0.43% hits; AID 434989;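 active means inhibition above its plate's threshold, mean inhibition of all tested compounds on the plate plus 3 SD, cut at about 37% in these data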;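 further: 0% = orexin A challenge wells and 100% = SB-334867-A antagonist wells; not every result past the cut was called active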
# Starred values were filed as active, the others as inactive.
# A first look:
SMILES,OX1R antag-1,OX1R antag-2
COc1ccc(CC(=O)NCc2nnc(SCC(=O)Nc3ncc(C)s3)n2C)cc1,2,-6
Cc1cccc(NC(=S)N2CCC(NC(=O)c3cccc(F)c3)CC2)c1,5,-19
O=C(NC(=S)Nc1ccc2[nH]c(=O)[nH]c2c1)c1ccccc1Cl,0,12
CCC(NC(=O)c1ccccc1NC(=O)C(C)(C)C)C(=O)N1CC(C)OC(C)C1 (stereo unspecified),10,-6
CC1CCN(CCC(=O)Nc2ccc(Br)cc2)CC1,20,-12
CC(Sc1nnc(-c2ccccc2F)n1C)C(=O)NC1CCCCC1 (stereo unspecified),1,-3
COc1ccc(CNCc2cc3c(cc2[N+](=O)[O-])OCO3)cc1,44*,-14

# All compounds of this part, repeating the preview:
SMILES,OX1R antag-1,OX1R antag-2
COc1ccc(CC(=O)NCc2nnc(SCC(=O)Nc3ncc(C)s3)n2C)cc1,2,-6
Cc1cccc(NC(=S)N2CCC(NC(=O)c3cccc(F)c3)CC2)c1,5,-19
O=C(NC(=S)Nc1ccc2[nH]c(=O)[nH]c2c1)c1ccccc1Cl,0,12
CCC(NC(=O)c1ccccc1NC(=O)C(C)(C)C)C(=O)N1CC(C)OC(C)C1 (stereo unspecified),10,-6
CC1CCN(CCC(=O)Nc2ccc(Br)cc2)CC1,20,-12
CC(Sc1nnc(-c2ccccc2F)n1C)C(=O)NC1CCCCC1 (stereo unspecified),1,-3
COc1ccc(CNCc2cc3c(cc2[N+](=O)[O-])OCO3)cc1,44*,-14
CCOc1ccc(N(CC)C(=O)c2cn(CC)c(=O)c3cc(OC)c(OC)cc23)cc1,2,-27
Cn1ccnc1Sc1cc(NCCCO)c([N+](=O)[O-])c2nonc12,83*,0
CN(CCNC(=O)CN1CCN(Cc2ccccc2Cl)C1=O)Cc1ccccc1,14,-12
COc1ccc(NC(=O)c2ccccn2)cc1,17,-8
Cc1ccc(-n2nc3c(c2NC(=O)C(C)(C)C)CS(=O)(=O)C3)cc1,40,12
CC(C)(C)c1cc(C(=O)NCc2cc(F)cc3c2OCOC3)n(Cc2ccccc2)n1,20,-19
CN(C)CCOC1c2ccccc2-c2ccccc21,-4,-25
COc1cccc(/C=C2/NC(=O)NC2=O)c1OCC(=O)Nc1ccccc1,36,-24
CCCC(=O)Nc1cc(C(=O)O)ccc1S(=O)(=O)c1ccc(Cl)cc1,13,-4
Cc1cc(-c2ccc(C)c(S(=O)(=O)NCc3ccc(OC(C)C)cc3)c2)on1,19,-4
C/C(=N\NC(=O)Cn1cc([N+](=O)[O-])cn1)c1ccco1,13,-20
C[C@H](CO)N1C[C@H](C)[C@@H](CN(C)S(=O)(=O)c2ccccc2)Oc2c(NC(=O)Nc3ccc(C(F)(F)F)cc3)cccc2C1=O,1,-13
COc1ccc2sc(NC(=O)NC(=O)c3c(Cl)cccc3Cl)nc2c1,9,-23
O=C(NC1CC1)C1=C[C@@H](c2c[nH]c3ccccc23)C[C@@H](OCc2ccc(CO)cc2)O1,11,9
Clc1nc2c(-c3ccccc3)nnn2c2ccccc12,5,-5
O/N=C1\CCCc2nnc3c(c21)CCCC3,18,-11
CCOC(=O)C1CCN(C(=O)c2ccc3c(=O)n4c(nc3c2)CCCCC4)CC1,13,-12
CN(CCO)c1ncnc2c1sc1nc(N3CCOCC3)c3c(c12)CCC3,7,11
CCC1CCCCN1CCCNC(=O)C1CCC(Cn2c(=O)[nH]c3ccccc3c2=O)CC1 (stereo unspecified),2,-11
O=C(O)C1=C[C@H](c2ccc(F)cc2)C[C@H](OCc2ccc(CO)cc2)O1,29,0
COc1ccc(NC2c3ncccc3C(=O)N2Cc2ccccc2)c(OC)c1 (stereo unspecified),10,-33
Cc1ccc(OCC(=O)Nc2cnn(CCCC(=O)O)c2)c([N+](=O)[O-])c1,40,4
C#CCOC(=O)/C(=C/C=C/c1ccccc1)NC(=O)c1ccccc1,23,-20

# Reformatted with each value named: entries from further up
Clc1nc2c(-c3ccccc3)nnn2c2ccccc12
  OX1R antag-1 = 5 | OX1R antag-2 = -5
COc1ccc(NC2c3ncccc3C(=O)N2Cc2ccccc2)c(OC)c1 (stereo unspecified)
  OX1R antag-1 = 10 | OX1R antag-2 = -33
CN(CCO)c1ncnc2c1sc1nc(N3CCOCC3)c3c(c12)CCC3
  OX1R antag-1 = 7 | OX1R antag-2 = 11
O=C(NC1CC1)C1=C[C@@H](c2c[nH]c3ccccc23)C[C@@H](OCc2ccc(CO)cc2)O1
  OX1R antag-1 = 11 | OX1R antag-2 = 9

# Carrying on.
SMILES,OX1R antag-1,OX1R antag-2
Cc1c(C(=O)NCCCN2CCCCC2)oc2ccc3c(c12)C(O)CC1(CCCCC1)O3 (stereo unspecified),8,-31
O=C(OCc1cc2ccccc2[nH]c1=O)C1CCCO1 (stereo unspecified),17,-2
CC[C@@H]1C/C=C\Cc2ccccc2[C@@H](C(=O)C[C@@H](O)CC(C)=O)OC1=O,1,-15
C[C@H]1CN([C@@H](C)CO)C(=O)c2cccc(NC(=O)Nc3ccc(C(F)(F)F)cc3)c2O[C@@H]1CN(C)S(=O)(=O)c1ccc(Cl)cc1,3,-6
Cc1c(Br)c(C(F)(F)F)nn1CC(=O)NCc1ccco1,16,-19
O=C1CSC(c2ccccn2)N1c1ccc(C(F)(F)F)cc1 (stereo unspecified),1,-16
CC(c1ccccn1)N(C)C(=O)c1ccc2nc(Cc3cccc(Cl)c3)oc2c1 (stereo unspecified),41,-21
CCCCN(CCCC)C(=S)NC(=O)c1ccccc1Cl,43,-29
COc1ccc(/C=N/NC(=O)c2ccccc2OC)cc1COc1ccccc1[N+](=O)[O-],24,-12
CC1Cc2ccccc2N1S(=O)(=O)c1cccs1 (stereo unspecified),5,-7
O=C(COC(=O)c1c2c(nc3ccccc13)CCCC2)c1ccc(Br)s1,61,-4
Cc1cc(NCCO)nc(N2CCOCC2)n1,18,7
O=C1c2cccc3c(N4CCCCC4)ccc(c23)C(=O)N1c1ccc(O)cc1,10,32
Cc1cc(C)cc(N(C(=O)c2snc(C(N)=O)c2N)C(C(=O)NCC2CCCO2)c2ccc(C)o2)c1 (stereo unspecified),24,-37
CN1CCN(c2ccc(NC(=O)c3ccc(Cl)cc3Cl)cc2)CC1,-5,-20
Cc1c(Cl)cccc1N1C(=O)c2ccccc2C1=O,6,-16
Cc1cc(F)ccc1NCC(=O)Nc1ccc(Br)cc1C,3,-19
C#Cc1ccc(C(=O)NCc2ccc(N3CCCC3=O)cc2)cc1,34,-18
O=C(NCC(c1cccs1)N1CCOCC1)c1cccc([N+](=O)[O-])c1 (stereo unspecified),43,-23
COc1ccccc1CNC(=O)CCS(=O)(=O)c1ccc(Cl)cc1,9,4
COc1cc(OC)c2c(-c3cccc(-c4sccc4C(C)=O)c3)cc(=O)oc2c1,13,-23
COc1ccc(-c2nn(CC(=O)N(C)C)c(=O)c3ccccc23)cc1,14,-10
COc1ccccc1NC(=O)CSc1nc2ccccc2c(=O)n1C,48*,21
O=C(CN(C(=O)c1csnn1)c1cccc(Cl)c1)NC1CCCC1,20,-8
CCN(CC(=O)NC(C)C)C(=O)C(CCSC)NC(=O)c1ccccc1OC (stereo unspecified),14,-25
CCCC(=O)Nc1ccc(Nc2ccccc2)cc1,15,4
COc1cccc(C(C(=O)NC2CCCCC2)N(C(=O)CNC(=O)c2ccco2)c2cccnc2)c1 (stereo unspecified),19,1
CSc1nnc(-c2ccncc2)n1/N=C/c1cn(-c2ccccc2)nc1-c1ccc(Cl)cc1,1,-31
O=C(Nc1ccc(F)cc1)Nc1ccc([N+](=O)[O-])cn1,10,0
C=CCOc1ccc(C2C(C#N)=C(N)N(N(C)C)C3=C2C(=O)CCC3)cc1 (stereo unspecified),3,-26
COc1cccc(C(=O)Nc2cc(C)on2)c1OC,9,-5
COC(=O)Cc1ccc(NC(=S)N2CCCC(CO)C2)cc1 (stereo unspecified),2,-13
CC(C)c1nnc(NC(=O)CCC(=O)NC2CC2)s1,8,-11
COC(=O)c1ccc(/C=N/NC(=O)c2ccc3nc[nH]c3c2)cc1,12,-10
O=C(O)CC(NC(=O)OCc1ccccc1)c1ccccc1 (stereo unspecified),10,-9
O=C(C[n+]1ccccc1)N/N=C/c1cc(Br)ccc1O,19,-16
O=C(O)c1cc(S(=O)(=O)Nc2cccc(Oc3ccccc3)c2)ccc1Br,16,-7
CN1C(C(=O)Nc2cccc(O)c2)=CC(c2ccco2)=NS1(=O)=O,15,-15
CCN(CC)c1ccc(-c2n[nH]c(=S)n2-c2ccccc2)cc1,9,-10
CCOP(=O)(OCC)C(NC(=O)c1cccs1)c1ccccc1 (stereo unspecified),28,-20
CN1C(=O)N(CC(=O)N2CCN(S(=O)(=O)c3ccc(Cl)s3)CC2)C(=O)C12CCCCC2,3,-22
CCOc1ccc(S(=O)(=O)Nc2cccc(C)c2)c2cccnc12,21,8
COCCCNC(=O)/C(C#N)=C/c1c(N2CCN(C)CC2)nc2c(C)cccn2c1=O,38,-14
Cc1nc(SCC(=O)Nc2cc(C)on2)c2c3c(sc2n1)CCCC3,-1,-12
CS(=O)(=O)N1N=C(c2cccs2)CC1c1ccc(F)cc1 (stereo unspecified),0,-12
COc1cc(NC(=O)c2ccccc2OCc2ccccc2)cc(OC)c1OC,45*,-14
CN1C(=O)N(c2nnc(C(C)(C)C)s2)C(=O)C1c1ccccc1 (stereo unspecified),-8,-8
Cc1ccc(S(=O)(=O)CCC(=O)NCc2ccc(Cl)cc2)cc1,2,-38
O=C(CN1CCN(Cc2ccccc2Cl)CC1)N/N=C/c1ccccn1,4,-21
Cc1cccc(NC(=O)c2ccc([N+](=O)[O-])s2)c1C,44,-19

# The list goes on.
SMILES,OX1R antag-1,OX1R antag-2
O=C(Nc1ccccc1Cc1ccccc1)c1ccc2c(c1)SC1=NS(=O)(=O)CCN12,5,-11
CCN1CC=C2C(C1)C(c1ccc(Cl)s1)C(C#N)=C(N)C2(C#N)C#N (stereo unspecified),44,-4
COc1ccc(OCC(=O)Nc2ccc3c(c2)nc(CCN2CCCCC2)n3C)cc1,2,-26
COC(=O)c1ccccc1OCCCCN1CC(C)OC(C)C1 (stereo unspecified),10,-4
COC(=O)c1nnn(-c2ccsc2C(=O)OC)c1C(=O)OC,8,-15
COCCN(C(=O)COC(=O)/C=C/c1ccc2c(c1)OCO2)c1c(N)n(Cc2ccccc2)c(=O)[nH]c1=O,24,-29
CC1CCCN(CC(=O)Nc2ccc(S(=O)(=O)N3CCCCCC3)cc2)C1 (stereo unspecified),1,-18
CCc1ccc(-c2cc(C)no2)cc1S(=O)(=O)N1CCC(C)CC1,6,-17
C[C@@H](CN=[N+]=[N-])CN1CC[C@H](O)CCC1=O,5,1
CCCCNC(=O)CSc1nc2ccsc2c(=O)n1CCCC(=O)NCCc1ccc(S(N)(=O)=O)cc1,5,5
CCN(CC)C(=O)Oc1cc(=O)n(C)c2ccccc12,9,-25
O=C(CSc1nnc(CNC(=O)c2cccs2)o1)Nc1ccc(F)cc1F,4,-9
COc1ccc(-c2[nH]ncc2N=Nc2ccccc2)cc1,98*,28
Cc1ccc([N+](=O)[O-])cc1NC(=O)CN(C)CCOc1ccccc1,3,-8
COc1cc(/C=N/NC(=O)c2cccnc2)ccc1OC(=O)c1ccc([N+](=O)[O-])cc1,47,5
COC(=O)c1cc(C)[nH]c2c(C)cc3nc4ccccc4c3c12,2,-16
COCc1c(C(=O)Nc2cccc(S(=O)(=O)N3CCCCC3)c2)oc2ccccc12,19,-8
CSc1ccc(CN(C)C(=O)c2cc(=O)c3ccccc3o2)cc1,12,-21
S=C(NC1CCCCC1)N1CCc2ccccc2C1,24,-25
COCCCN(C(=S)NC(=O)C(C)(C)C)c1c(N)n(Cc2ccccc2)c(=O)[nH]c1=O,13,-23
Cn1c(=O)c2[nH]c(CN3CCN(Cc4ccccc4)CC3)nc2n(C)c1=O,18,-5
Cc1ccc(Nc2nc(-c3sc(NC(=O)c4cccc(Cl)c4)nc3C)cs2)cc1,12,-16
CCOC(=O)C1C(=O)NC(N2CCCCC2)=NC1C(C)C (stereo unspecified),27,-10
CN(C1=C(NC(=O)c2ccccc2)C(=O)c2ccccc2C1=O)C1CCS(=O)(=O)C1 (stereo unspecified),85*,-19
CCN(C(=O)CSc1nc2cc(Cl)ccc2c(=O)n1CC(C)C)C1CCS(=O)(=O)C1 (stereo unspecified),4,-6
O=C(CCc1c[nH]c2ccccc12)NCCc1ccc(O)cc1,7,-4
C=C(C)Cn1c(Sc2nc3ccccc3[nH]2)nc2c1c(=O)[nH]c(=O)n2C,24,-29
Cc1ccc(N2C(=O)c3ccc(C(=O)N4CCN(c5cccc(C)c5C)CC4)cc3C2=O)cc1,7,-30
C/C(CCc1ccccc1)=N\NC(=O)c1ccccc1,19,-9
CCCCOC(=O)CCn1c(=S)oc2ccccc21,6,-42
Cc1ccc(S(=O)(=O)N2CCN(C3CC(=O)N(Cc4ccccc4)C3=O)CC2)cc1C (stereo unspecified),11,-11
COc1ccc2[nH]c(C(=O)Nc3ccc(C)c(F)c3)cc2c1,12,-28
FC(F)(F)c1ccc2nnc(-c3c(Cl)cccc3Cl)n2c1,11,-7
Cc1cccc(NC(=O)Cn2c(O)c(N=NC(=O)c3ccccc3O)c3ccccc32)c1,22,-22
c1ccc(OCCn2cnc3ccccc32)cc1,9,-12
COc1cc(C(=O)OC(C)CN2CCN(C)CC2)cc(OC)c1OC (stereo unspecified),16,-25
Oc1ccc(-c2nccc(-c3ccccn3)n2)cc1,4,-13
COc1cc(C(=O)Nc2nc(-c3ccc(Cl)cc3)c(C)s2)ccc1OCC(=O)Nc1ccc(F)cc1,7,-7
Cc1cc(C(=O)COC(=O)C2=COCCO2)c(C)n1-c1ccc2c(c1)OCO2,24,-14
CCN1CCN(c2ccc(S(=O)(=O)N3CCOCC3)cc2NC(=O)/C=C/c2ccc([N+](=O)[O-])cc2)CC1,26,-30
O=C(NNC(=O)c1ccccc1Br)c1cccc(Cl)c1,19,-15
O=c1[nH]c(NCCO)nc2c1C1(CCCCC1)Cc1ccccc1-2,10,20
